Screens: PubChem BioAssay, National Center for Advancing Translational Sciences (NCATS)
BLM inh = Bloom syndrome helicase (human) inhibition. P54132. recombinant BLM DNA unwinding, fluorescence dequenching. Potency, µM (doses to about 56.1 µM), without a hit: at the highest dose activity change, negative = inhibition, hits mostly inhibitors. actives 0.2% (n = 350,000). AID 2528;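 also: plate controls were vehicle for no effect and no enzyme for full effect; nearly all actives have a fitted effect of over 35% in size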
JMJD2A Tudor = blocks the human JMJD2A Tudor domain | AID 504339 | AlphaScreen JMJD2A-Tudor / H3K4me3 peptide binding | Potency, µM (highest dose often 114 µM), without a hit: at the highest dose activity change, negative = inhibition, hits mostly inhibitors | O75164 | actives 4.4% (n = 390,000); also: % is scaled to controls: 0 for no effect and ±100 for the full control effect; nearly all actives have a fitted effect of over 50% in size
BAZ2B inh = blocks human BAZ2B | AID 504333 | Potency, µM (doses to about 114 µM), for inactives: at the highest dose activity change, negative = inhibition, actives largely listed as inhibitors | AlphaScreen BAZ2B-H3K14Ac peptide displacement | Q9UIF8 | actives 4.4% (n = 360,000); also: % is scaled to controls: 0 for no effect and ±100 for the full control effect; nearly all actives have a fitted effect of over 60% in size
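BAZ2B (50 nM) with biotin-H3(5-23)K14Ac peptide (50 nM) in PBS pH 7.4, 0.01% Tween-20, preformed 30 min, then compound 30 min at room temperature; top concentration 110uM. AlphaScreen streptavidin donor/nickel chelate acceptor beads (10 ug/mL final), 20 min dark, signal read.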
HP1b chromo inh = inhibitors of HP1-beta chromodomain binding to methylated histone tails. actives 0.56% (n = 390,000). Potency, µM (doses to about 114 µM), for inactives: at the highest dose activity change, negative = inhibition, actives largely listed as inhibitors. AlphaScreen HP1-beta / biotin-H3K9me3 peptide binding; also: nearly all actives have a fitted effect of over 70% in size; inactives centre near 23
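Compound inhibition of the preformed complex between 50 nM HP1-beta and 50 nM biotinylated H3K9me3 peptide was read by AlphaScreen. Buffer was PBS pH 7.4 with 0.01% Tween-20. Incubations ran 30 min at room temperature, with 10 ug/mL donor/acceptor beads.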
G9a inh = inhibitors of human histone lysine methyltransferase G9a; Q96KQ7; G9a H3K9 monomethylation, AlphaScreen, 2 h; Potency, µM (top dose mostly 102 µM), for inactives: at the highest dose activity, negative = inhibition, actives largely listed as inhibitors; actives 8.8% (n = 350,000); also: % is scaled to controls: 0 for no effect and ±100 for the full control effect; nearly all actives have a fitted effect of over 75% in size
Target sequence (Q96KQ7 913-1193 limits assumed): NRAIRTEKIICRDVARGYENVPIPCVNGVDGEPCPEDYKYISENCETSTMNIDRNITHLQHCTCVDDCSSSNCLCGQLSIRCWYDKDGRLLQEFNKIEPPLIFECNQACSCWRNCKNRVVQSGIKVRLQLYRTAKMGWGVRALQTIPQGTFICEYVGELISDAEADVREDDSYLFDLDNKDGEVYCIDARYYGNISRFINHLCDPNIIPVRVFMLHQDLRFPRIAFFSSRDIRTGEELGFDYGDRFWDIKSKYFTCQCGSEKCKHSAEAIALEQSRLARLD
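Readings reflect AlphaScreen signal from monomethyl-H3K9 antibody detection. HMT at 20 nM; substrate b-H3K9 500 nM; cofactor SAM 20 uM; 2 h RT reaction; compounds tested as titrations in qHTS with 15 min preincubation.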
POLI inh = blocks human DNA polymerase iota activity; Pol iota fluorescent replication assay, 10 min; Potency, µM (titrated, usually from 115 µM), for inactives: top-dose activity, negative = inhibition, usual class: inhibitors; actives 1% (n = 390,000)
Target sequence (Q9UNA4 whole entry, looked up): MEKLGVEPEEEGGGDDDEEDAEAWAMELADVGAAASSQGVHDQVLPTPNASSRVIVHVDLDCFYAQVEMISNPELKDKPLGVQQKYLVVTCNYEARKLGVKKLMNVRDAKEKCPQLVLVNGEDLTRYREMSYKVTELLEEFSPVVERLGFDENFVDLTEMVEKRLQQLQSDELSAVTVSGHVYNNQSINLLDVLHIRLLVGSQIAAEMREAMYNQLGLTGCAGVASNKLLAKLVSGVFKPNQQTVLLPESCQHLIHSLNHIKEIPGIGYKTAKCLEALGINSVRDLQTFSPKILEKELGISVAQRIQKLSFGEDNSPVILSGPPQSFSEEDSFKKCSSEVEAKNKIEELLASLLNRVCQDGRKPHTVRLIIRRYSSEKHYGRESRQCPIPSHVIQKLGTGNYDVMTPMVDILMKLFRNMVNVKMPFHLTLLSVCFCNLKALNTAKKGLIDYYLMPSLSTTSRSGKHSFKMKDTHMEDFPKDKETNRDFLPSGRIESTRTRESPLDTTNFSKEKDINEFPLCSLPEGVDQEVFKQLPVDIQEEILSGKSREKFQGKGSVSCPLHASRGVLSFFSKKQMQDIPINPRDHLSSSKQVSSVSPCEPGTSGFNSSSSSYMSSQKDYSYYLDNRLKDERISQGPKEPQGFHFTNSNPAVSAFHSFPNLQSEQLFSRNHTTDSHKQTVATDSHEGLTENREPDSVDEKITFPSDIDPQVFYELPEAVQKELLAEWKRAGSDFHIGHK
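Pol iota at 10 nM preincubated 15 min with compounds at room temperature; reaction started with fluorescent substrate, 50 nM final. Fluorescence read kinetically at 0 and 10 min; buffer-only wells as negative control.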
GLS inh = inhibitors of human glutaminase (GLS). O94925. GLS enzymatic activity, qHTS titration. Potency, µM (top dose mostly 45.5 µM), without a hit: top-dose activity change, negative = inhibition, usual class: inhibitors. actives 0.21% (n = 410,000). AID 624170; also: % is scaled to controls: 0 for no effect and ±100 for the full control effect
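Glutamate formation by hKGA was monitored fluorometrically using coupled glutamate oxidase, HRP and Amplex Red. Substrate was added as 1 mM L-glutamine solution; incubation was 30 min at RT after an initial read.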
Pin1 inh = human Pin1 inhibition | Pin1 FP peptide displacement, HiFluor488, 10 min | Q13526 | Potency, µM (highest dose often 115 µM), without a hit: at the top dose activity, negative = inhibition, hits mostly inhibitors | actives 0.009% (n = 390,000); active = well fitted inhibition curve with a large enough effect in the polarisation, with a control signal flat, not every such curve was filed as active; inconclusive = small, poorly fitted or top-dose-only effect, or effect the other way, or a change in a side signal; inactive = no such curve, though single readings can be large or run the other way; the % refers to the polarisation; also: % is scaled to controls: 0 for no effect and ±100 for the full control effect
Tb PGK inh = inhibitors of T. brucei phosphoglycerate kinase; P07378; AID 602233; Potency, µM (doses to about 57.5 µM), for the others: at the highest dose activity change, negative = inhibition, hits mostly inhibitors; actives 0.043% (n = 380,000); PGK/GAPDH coupled, Kinase-Glo luminescence, 60 min; also: % is scaled to controls: 0 for no effect and ±100 for the full control effect; nearly all actives have a fitted effect of over 60% in size
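Luminescent ATP detection (Kinase-Glo Plus) follows a 60-minute room-temperature incubation, with wells lacking PGK as controls. Buffer: 100 mM TEA (pH 7.6), 5 mM MgCl2, 0.01% Tween-20. Coupling enzyme GAPDH (100 nM final) supplies unstable 1,3-BPG in-well.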
* marks the source's active call; other numbers are inactive results; i = inactive; ? = inconclusive; . = not tested or not shown; & = joins results of further samples; [ ] = dose if it differs, or a comment. Unless noted, calls follow the shape of the dose curve; as a rule, active = well fitted curve in the direction sought with a large enough effect; inconclusive = small, poorly fitted or top-dose-only effect, or another doubt; inactive = no such curve, though single readings can be large; an effect the other way counts as inactive or inconclusive. Potency is read from the fitted curve at half-maximal effect.

entry | structure | JMJD2A Tudor | POLI inh | BAZ2B inh | G9a inh | BLM inh | Pin1 inh | Tb PGK inh | HP1b chromo inh | GLS inh
1 | C[C@H](CO)N1C[C@H](C)[C@@H](CN(C)C)Oc2c(NC(=O)C3CC3)cccc2C1=O | -8% | 2% | . | . | . | 0% | -2% | 32% | 23%
2 | COc1ccc(CN(Cc2nc3ccccc3c(=O)[nH]2)C(=O)NC2CCCCC2)cc1 | -11% | 15% | -2% | -7%[12.7 µM] | -3% | 0% | 4% | 41%[activator] | 10%
3 | COc1ccc(-c2nn(-c3ccccc3)cc2/C=N/NC(=S)NC(C)C)cc1OC | -33% | -8% | ? | -5%[59 µM] | -5% | 9% | 10% | -15% | 11%
4 | O=C1CCCc2cc(S(=O)(=O)NCC3CCC(C(=O)NCc4ccc(F)cc4)CC3)ccc2N1 (centres undefined) | -17% | 16% | -8% | -7%[59 µM] | -5% | 4% | 6% | 22% | -11%
5 | O=c1oc2cc(Cl)ccc2n1CSc1nc2ccccc2s1 | 44%[activator] | 6% | 25% | 84%[activator] | -14% | 3% | i | 97%[activator] | 2%
6 | COc1cc(NC(=O)CN2CCC(C)CC2)c(C)cc1[N+](=O)[O-] | -21% | 36% | 0% | -13% | -2% | -3% | -5% | 15% | 1%
7 | Cc1ccc(C(=O)NNC(=O)CSc2nnc(C(C)C)n2C)cc1 | -5% | 37%[activator] | 8% | 13% | -1% | -2% | i | -2% | 13%
8 | COC(=O)c1ccc(Cl)cc1NC(=O)/C=C/c1ccc(C)o1 | -5% | 95%[activator] | 1% | ? | -5% | -3% | -4% | 12% | 1%

Limited to Pin1 inh (two entries from above):
cpd | SMILES | Pin1 inh
6 | COc1cc(NC(=O)CN2CCC(C)CC2)c(C)cc1[N+](=O)[O-] | -3%
7 | Cc1ccc(C(=O)NNC(=O)CSc2nnc(C(C)C)n2C)cc1 | -2%

The results go on.
entry | structure | JMJD2A Tudor | POLI inh | BAZ2B inh | G9a inh | BLM inh | Pin1 inh | Tb PGK inh | HP1b chromo inh | GLS inh
9 | CCN(CC)C(=O)COc1ccc2oc(C)c(C(=O)OC(C)C)c2c1 | -1% | 13% | -25% | ? | 0% | 5% | i | 39%[activator] | -5%
10 | NCCOc1ccccc1Cc1ccccc1 | -15% | -2% | ? | 2% | 11% | -1% | i | 23% | 1%
11 | CN(C)c1ccc(CNC(=O)Cn2ccc3cc(S(=O)(=O)N4CCCCCC4)ccc32)cc1 | ? | -2% | ? | ? | -2% | 3% | 8% | 22% | -5%
12 | CN(Cc1ccc(OC(F)F)cc1)C(=O)c1cccc(S(=O)(=O)N2CCN(c3ccccc3)CC2)c1 | -24% | 17% | . | . | . | 7% | -8% | 16% | -3%
13 | COc1ccc(C(=O)COC(=O)c2c(C)noc2C)cc1Cl | 19% | 26% | . | . | . | -13% | i | 54%[activator] | -4%
14 | C=C1CCN([C@H](C(=O)NCc2ccccc2)C(C)C)S(=O)(=O)c2ccccc21 | -14% | ? | -1% | -7%[59 µM] | 1% | 1% | 6% | 25% | 3%
15 | COc1ccc(OCCOC(=O)c2cccc(-n3cnnn3)c2)cc1 | 21% | 8% | 4% | 17%[59 µM] | 0% | ? | -10% | 27% | 1%
16 | CCCCC#Cc1ccc(C(=O)NNC(=O)Nc2ccccc2)o1 | ? | 43%[activator] | -3% | . | -8% | 0% | -5% | 24% | ?
17 | Cc1ccc(SCC(=O)Nc2ncc(C)s2)cc1 | 0% | 3% | 19% | -21%[12.7 µM] | -2% | 5% | 2% | 45%[activator] | 17%
18 | CCOc1ccccc1Nc1nc2ccccc2nc1NS(=O)(=O)c1ccc(Cl)cc1 | -4% | 0% | 4% | -9%[59 µM] | -9% | ? | -9% | 22% | -13%
19 | Cc1ccc(C(c2nnnn2CS(=O)(=O)c2ccc(C)cc2)N2CCCC2)cc1 (centres undefined) | -7% | 12% | 5% | . | -1% | 1% | 1% | 37%[activator] | -2%
20 | COc1ccc(C(=O)n2nc(-c3ccccc3)nc2N)cc1OC | -12% | 7% | -37% | -50%[59 µM] | -1% | 3% | -2% | 15% | 3%
21 | O=C(/C=C/c1ccccc1)C1=C(O)C(=O)N(CCO)C1c1ccccc1[N+](=O)[O-] (centres undefined) | ? | 25% | -31% | 45µM* | -6% | 70%[activator] | i | -5%[57 µM] | -2%
22 | COc1ccc(C2CC(c3ccccc3Cl)Nc3ncnn32)cc1OC (centres undefined) | 4%[11.4 µM] | -9% | 8% | 5%[59 µM] | 1% | -10% | -7% | -17% | -7%
23 | COCCCNC(=O)CCC(=O)NNc1nc2ccccc2c2nc(-c3ccccc3)nn12 | -15%&-11% | 15%&137% | -11%&-5% | 0%[59 µM] | -6%&-3% | 13%&-1% | 13%&7% | 47%&43%[activator] | 35%[activator]
24 | COc1ccc(NC(=O)c2cc(S(=O)(=O)N3CCOCC3)ccc2C)cc1S(=O)(=O)N1CCCCC1 | -21% | ? | . | . | . | -4% | -10% | 28% | -1%
25 | O=c1[nH]c2c(s1)C(c1ccccc1)C1C3CCC(C3)C1S2 (centres undefined) | -28% | 0% | -22% | 45µM* | -11% | 0% | 1% | 5% | 2%
26 | CC(CNC(=O)CCCn1c(=O)c2cccn2c2ccccc21)c1ccccc1 (centres undefined) | -17% | 0% | -3% | -42%[59 µM] | 1% | 6% | i | 23% | -11%
27 | CCn1c(-c2sc(-c3ccccc3)nc2C)n[nH]c1=S | 18µM* | 49%[activator] | -8% | -128%[59 µM] | -11% | 0% | 8% | -6% | 0%
28 | COc1ccc(C(=O)Nc2ccc(OCc3cc(=O)n4ccccc4n3)cc2)cc1 | -12% | ? | 2% | -5%[59 µM] | -4% | -11% | -2% | -2%[57 µM] | 1%
29 | O=C(NCCN1C(=O)C2C3C=CC(C3)C2C1=O)Nc1ccccn1 (centres undefined) | -11% | -6% | 9% | 0% | 1% | -9% | 5% | 55%[activator] | 0%
30 | CC(C)Oc1cccc(C(=O)NC(=S)Nc2cccnc2)c1 | -17%[57.1 µM] | 9% | -38% | -5%[59 µM] | 0% | 1% | i | 26% | 15%
31 | C#CCN1C=CC(=O)[C@@H](OC(=O)Nc2ccc(Br)cc2)[C@H]1c1ccccc1Br | -21% | ? | . | . | . | 3% | -1% | 50%[activator] | 3%
32 | O=[N+]([O-])c1ccc(NN=Cc2ccccc2)nc1 | -15% | 11% | . | . | . | 22% | 2% | 27% | 21%
33 | CCOC(=O)N1CCN(C(=O)C2CCCN(S(=O)(=O)c3c(C)cc(C)cc3C)C2)CC1 (centres undefined) | -2% | 11% | -15% | -12% | -4% | -3% | 7% | 10% | 14%
34 | COc1ccc2oc(C(=O)N(C)Cc3ccc4c(c3)OCCO4)c(C)c2c1 | 1% | 18% | 5% | 8%[12.7 µM] | . | 3% | -1% | 34% | 0%
35 | COc1cc(/C=N/NC(=O)COc2cc(C)cc(C)c2)ccc1OS(=O)(=O)c1ccc(C)cc1 | -14% | 6% | -18% | 0% | -7% | 12% | i | 8% | 1%
36 | Cc1nn(Cc2ccc(F)cc2)c(C)c1NC(=O)c1cc(-c2ccco2)on1 | -11% | -9% | -32% | 56µM* | -7% | ? | -5% | 8% | -2%
37 | CC(=O)NC1C(OCc2ccccc2)OC(CO)C(OC(C)=O)C1OC(C)=O (centres undefined) | 8%[57.1 µM] | 11% | -7% | 13%[59 µM] | 0% | 0% | i | 63%[activator] | -6%
38 | C[N+](C)(C)CCCCCC(=O)/C=N/O | -14% | 21% | ? | ? | 3% | 1% | 1% | 5% | 13%
39 | CCOc1cc2c(cc1/C=C1/NC(=O)N(CC(=O)OC)C1=O)OCO2 | -7% | 50%[activator] | 2% | 3% | -6% | ? | -4% | 19% | -1%
40 | COc1ccc(C(=O)NCCNc2nc3ccc(C)cc3cc2C#N)cc1 | 1% | 15% | -34% | 45µM* | -7% | 0% | -10% | 49%[activator] | -16%
41 | Cc1onc(-c2c(F)cccc2Cl)c1C(=O)N(C)CC(=O)Nc1cccc(F)c1 | -19% | 13% | -3% | -19% | . | -1% | -8% | 21% | 4%
42 | NC(=O)C[C@H](NC(=O)c1ccc(Cl)cc1)C(=O)OCc1ccccc1 | -3% | 18% | . | . | . | 0% | 0% | 33% | -1%
43 | Cn1nnnc1SCCNCc1ccc(Cl)cc1 | -10% | 19% | -8% | 8%[59 µM] | -1% | 0% | -3% | 12% | -1%
44 | NC(=O)C(Cc1ccccc1)NS(=O)(=O)c1ccc(N2CCCC2=O)cc1 (centres undefined) | -6% | -13% | -4% | -5%[12.7 µM] | 2% | -8% | -3% | 6% | 2%
45 | CCOC(=O)c1c(-c2ccc(F)cc2)cn2ccccc12 | 5% | -7% | -10% | -1%[12.7 µM] | -1% | 8% | -2% | 14% | -3%
46 | O=[N+]([O-])c1cccc(NC(=S)NCc2ccncc2)c1 | -24% | 48%[activator] | -14% | 35µM* | -2% | -2% | 7% | -4% | 0%
47 | COCCn1c(SCC(=O)c2ccccc2)nc2c(c1=O)SCC2 | -14% | 31%[activator] | . | -46% | -6% | 3% | i | 29% | -4%
48 | CCN(CC)C(=O)c1sc2c(c1C)c(=O)n(Cc1ccccc1)c(=O)n2Cc1ccc(Cl)cc1 | -7% | -8% | -1% | 2%[59 µM] | -8% | 5% | -1% | 26% | 1%
49 | COc1ccc(-c2[nH]ncc2C(=O)NCc2ccccc2OC)cc1 | 8% | 7% | 7% | 14%[59 µM] | -2% | -5% | . | 39% | 0%
50 | O=C(Cc1cccs1)Nc1nnc(-c2ccc(F)cc2)s1 | -16% | 12% | -17% | -5% | -3% | 13% | -7% | 25% | -2%
51 | CC1Sc2ccc(S(=O)(=O)N3CCC(C(=O)Nc4cccc(Cl)c4)CC3)cc2NC1=O (centres undefined) | -9% | -14% | -12% | 66%[activator] | -7% | ? | -4% | 23% | 1%
52 | COc1cc(-c2noc(CCCC(=O)Nc3cccnc3)n2)cc(OC)c1OC | -10% | 17% | 6% | 1% | 2% | -1% | 7% | 31% | -3%

Some of the compounds tested (hit frequency here may not be typical).
